Bioassay records from PubChem.
GAA inh = alpha-glucosidase (human) inhibition; P10253; purified human GAA, 4-MU-alpha-glucoside fluorescence; Potency, µM (highest dose often 76.9 µM), without a hit: top-dose activity change, negative = inhibition, most hits filed as inhibitors; actives 0.005% (n = 200,000);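 further: plate controls were uninhibited enzyme wells for no effect and no-enzyme background for full effect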
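Read-out is 4-methylumbelliferone fluorescence (Ex 365/Em 440 nm) after NaOH/glycine stop at pH 10. Enzyme 4 nM, substrate 400 uM, pH 5.0 citrate buffer, 20 min room temperature; AC50 from Hill-equation concentration-response.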
GAA spleen mod = inhibitors or activators of human alpha-glucosidase in spleen homogenate. P10253. Potency, µM (series often up to 79.9 µM), for the others: top-dose activity change, negative = inhibition, most hits filed as inhibitors. human spleen homogenate, 4-MU-alpha-glucoside fluorescence. actives 0.006% (n = 240,000);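 further: 0% = enzyme with vehicle and -100% = no enzyme basal signal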
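AC50 values come from Hill-equation fits of concentration-response data, normalized to no-enzyme and full-activity controls. Enzyme source: 1 ug human spleen homogenate; 1 mM fluorogenic 4-MU glucoside, pH 5.0 citrate buffer, 37 C, 40 min.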
Epigenetic reg = regulators of epigenetic silencing causing reporter derepression in mouse cells | murine LDR cells, GFP reporter derepression, 30 h | Potency, µM (top dose mostly 53.9 µM), for inactives: top-dose GFP activation, hits mostly activators | actives 0.2% (n = 280,000); further: % of control where 0% means no effect; nearly all actives have a fitted effect of over 60% in size
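Readout is the number of GFP-expressing murine LDR cells, counted by cytometry following washing. Cells were treated with compound for 30 h at 37 C; the stably integrated CMV-GFP locus is normally silent.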
GLA spleen mod = alpha-galactosidase A (human) modulation | P06280 | Potency, µM (titrated, usually from 80 µM), inactives show at the top dose activity change, negative = inhibition, usual class: inhibitors | actives 0.008% (n = 240,000) | human spleen homogenate, 4MU-alpha-Gal fluorescence, 40 min;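 further: 0% = enzyme with vehicle and -100% = no enzyme basal signal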
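Human spleen homogenate (1 ug) as enzyme source, 4-methylumbelliferyl-alpha-D-galactopyranoside 1 mM final, citrate/phosphate pH 5.0 with 0.01% Tween-20. Compounds 40 min at 37C, NaOH/glycine stop; fluorescence Ex 365/Em 440, Hill-fit AC50.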
GAA glycogen mod = inhibitors or activators of human alpha-glucosidase glycogen cleavage | P10253 | recombinant GAA, glycogen substrate, Amplex Red glucose oxidase fluorescence | Potency, µM (series often up to 76.4 µM), for the others: at the top dose activity change, negative = inhibition, most hits filed as inhibitors | actives 0.38% (n = 300,000) | AID 2100;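 further: 0% = full enzyme reaction and -100% = no-enzyme basal signal; the screen sought inhibitors and activators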
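Recombinant human enzyme (4 nM); glycogen substrate; 37 C, 40 min, pH 5.0. Readout: coupled glucose oxidase/Amplex Red fluorescence.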
ALDH1A1 inh = blocks purified human ALDH1A1 activity | Potency, µM (highest dose often 75.3 µM), for inactives: at the highest dose activity, negative = inhibition, actives largely listed as inhibitors | Purified ALDH1A1, NADH fluorescence, propionaldehyde substrate | actives 7.3% (n = 220,000); active means well fitted inhibition curve with a large enough effect, not every such curve was filed as active; inconclusive means small, poorly fitted or top-dose-only effect, or another doubt; inactive means no such curve, though single readings can be large or run the other way;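 further: plate controls were no enzyme wells and a reference inhibitor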
Target sequence (P00352 whole entry, looked up): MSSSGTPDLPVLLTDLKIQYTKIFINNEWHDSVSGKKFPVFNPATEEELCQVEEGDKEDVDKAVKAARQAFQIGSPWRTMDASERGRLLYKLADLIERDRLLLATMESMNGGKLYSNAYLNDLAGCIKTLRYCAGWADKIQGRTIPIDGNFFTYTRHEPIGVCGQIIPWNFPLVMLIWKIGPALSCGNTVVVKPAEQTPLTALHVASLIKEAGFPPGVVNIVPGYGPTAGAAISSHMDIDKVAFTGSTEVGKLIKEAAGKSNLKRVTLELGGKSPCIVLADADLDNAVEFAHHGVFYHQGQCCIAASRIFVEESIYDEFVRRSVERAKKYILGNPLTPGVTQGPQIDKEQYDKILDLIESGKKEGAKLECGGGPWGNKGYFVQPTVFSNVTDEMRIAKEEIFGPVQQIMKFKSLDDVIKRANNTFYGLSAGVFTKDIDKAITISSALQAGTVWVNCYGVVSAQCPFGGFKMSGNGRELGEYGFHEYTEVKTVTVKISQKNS
Tau fluor cs = counter-screen for tau fibril formation inhibitors; tau K18 P301L (four-repeat tau fragment) Alexa594 fluorescence, heparin fibrillization; Potency, µM (doses to about 57.7 µM), for the others: at the top dose activity change, negative = decrease; actives 0.93% (n = 280,000); AID 1463; further: on the % scale 0 is the no-effect control and ±100 the full control effect; nearly all actives have a fitted effect of over 55% in size
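Human K18 P301L tau (15 uM unlabeled plus 0.24 uM Alexa 594-labeled, final) in 100 mM sodium acetate pH 7 was mixed with compound and 20 uM heparin and incubated 6 hr at 37 C.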
NPSR antagonist = antagonists of human neuropeptide S receptor cAMP signaling; Q6W5P4; CHO-NPSR cells, cAMP TR-FRET, antagonist mode; Potency, µM (titrated, usually from 38.3 µM), for inactives: at the top dose activity change, negative = inhibition, usual class: inhibitors; actives 1% (n = 220,000); AID 1461; further: on the % scale 0 is the no-effect control and ±100 the full control effect; nearly all actives have a fitted effect of over 50% in size; many of its hits are not listed in these tables
Target sequence (Q6W5P4 whole entry, looked up): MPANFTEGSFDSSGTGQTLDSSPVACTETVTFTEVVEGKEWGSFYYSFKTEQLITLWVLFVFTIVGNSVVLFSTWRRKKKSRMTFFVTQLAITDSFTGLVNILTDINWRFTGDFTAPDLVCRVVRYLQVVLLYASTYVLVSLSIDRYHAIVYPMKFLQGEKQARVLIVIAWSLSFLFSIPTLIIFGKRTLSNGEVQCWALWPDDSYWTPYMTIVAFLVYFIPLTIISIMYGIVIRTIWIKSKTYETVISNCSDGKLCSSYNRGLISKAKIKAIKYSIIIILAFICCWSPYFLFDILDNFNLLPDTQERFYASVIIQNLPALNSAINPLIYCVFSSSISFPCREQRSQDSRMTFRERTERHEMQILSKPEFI
Numbers without * were called inactive; ? = inconclusive; nt = not tested or not shown; & = joins results of further samples; [ ] = another dose, or the depositor's remark. Unless noted, the call rests on the fitted dose curve; in most records, active means well fitted curve in the direction sought with a large enough effect; inconclusive means small, poorly fitted or top-dose-only effect, or another doubt; inactive means no such curve, though single readings can be large; an effect the other way counts as inactive or inconclusive. Potency means the concentration at half of the fitted maximal effect. The list is partial; the hit share may differ from the screen's.

SMILES	GAA inh	GAA spleen mod	Epigenetic reg	GLA spleen mod	GAA glycogen mod	ALDH1A1 inh	Tau fluor cs	NPSR antagonist
COc1ccc(C(=O)OC(C)CN2CCN(C)CC2)cc1OC (stereo unspecified)	3%	-2%	-1.1%	0%	3%	19%	5%	-3%[46.1 µM]
Cc1[nH]nc2c1C(C1CC=CCC1)C(C#N)=C(N)O2 (stereo unspecified)	0%	3%	?	1%	0%	-2%	-8%	-13%[46.1 µM]
COc1ccc(OCC(=O)N2CCN(S(=O)(=O)c3ccc(Cl)cc3)CC2)cc1	?	1%	0.8%	0%	-15%	-8%	-8%	-8%[46.1 µM]
N#CCCN(CCC#N)c1nnc(-c2ccccc2)s1	-12%	2%	11%	0%	-11%	?	8%	-6%[7.67 µM]
N#Cc1nc(Cc2cccc3ccccc23)oc1NCCN1CCOCC1	-11%	3%	-1.0%	12%	-6%	4%	-17%	-3%[46.1 µM]
O=c1c([N+](=O)[O-])c(N2CCOCC2)c2ccccc2n1-c1ccccc1	2%	0%	0.5%	-2%	2%	9%	4%	5%
CCOC(=O)c1c(C)nc2c(c(SC)nn2-c2ccccc2)c1N	-1%	-7%	3.6%	-18%	6%	?	-28%	-22%[46.1 µM]
O=C(N1CCCC1)C12CC3CC(C1)CC(C(=O)N1CCCC1)(C3)C2	10%	-7%	7.2%	-4%	5%	-2%	-3%	14%
O=C(CSc1ncn[nH]1)c1ccccc1	-1%	3%	1.5%	-7%	4%	?	-4%	-10%[46.1 µM]
O=C(O)c1cc(-c2ccc(/C=N/N3C(=O)C4C5C=CC(C6CC56)C4C3=O)o2)ccc1Cl (stereo unspecified)	1%	6%	-0.4%	2%	-8%	13µM*	7%	-1%
CCCn1cc(C(CC(=O)O)C(=O)O)c2ccccc21 (stereo unspecified)	-4%	-1%	2.3%	4%	-15%	?	5%	-9%[46.1 µM]
Cc1cc2nnc(SCC(=O)N3CCCCC3)n2c(N)n1	?	6%	2.1%	5%	1%	-10%	5%	12%

3 compounds already listed, arranged by the value under ALDH1A1 inh, rising:
SMILES	GAA inh	GLA spleen mod	GAA glycogen mod	ALDH1A1 inh	NPSR antagonist
Cc1cc2nnc(SCC(=O)N3CCCCC3)n2c(N)n1	?	5%	1%	-10%	12%
N#Cc1nc(Cc2cccc3ccccc23)oc1NCCN1CCOCC1	-11%	12%	-6%	4%	-3%[46.1 µM]
O=c1c([N+](=O)[O-])c(N2CCOCC2)c2ccccc2n1-c1ccccc1	2%	-2%	2%	9%	5%

(list continues)
SMILES	GAA inh	GAA spleen mod	Epigenetic reg	GLA spleen mod	GAA glycogen mod	ALDH1A1 inh	Tau fluor cs	NPSR antagonist
CCOC(=O)C1CCN(C(=O)c2ccc(CNS(=O)(=O)c3ccc(OC)cc3)cc2)CC1	-3%	-3%	0.0%	2%	3%	-9%	-6%	-22%
COc1ccccc1OCc1nc(C#N)c(NCCCn2ccnc2)o1	11%	4%	2.1%	-4%	13%	5%	-7%	-6%
CCOC(=O)C1CCCNC1=O (stereo unspecified)	-7%[15.4 µM]	-10%	-0.1%	-17%	9%	1%	-8%	-8%
Cc1cccc(C(=O)Oc2ccccc2/C=N/NC(=O)c2ccc(NC(=O)C(C)(C)C)cc2)c1	-2%	-7%	-0.9%	-4%	3%	6%	-23%	-14%
CCc1cc(OCCCCNCc2ccccc2)ccc1Cl	0%	-4%	-1.0%	-7%	-5%	-4%	-8%	?
Cc1ccc(N2C(N)=C(C#N)C(c3cc(CN4CCOCC4)cs3)C3=C2CC(C)(C)CC3=O)cc1 (stereo unspecified)	-3%	-12%	0.9%	-2%	1%	?	-16%	-32%
O=C(CN1C(=O)NC2(CCCCCC2)C1=O)NC1CCCCCCC1	1%	8%	1.1%	7%	-11%	-10%	3%	8%
Fc1ccc(-n2c(-c3ccc4ccccc4n3)n[nH]c2=S)cc1	?	0%	0.0%	-8%	3%	6%	2%[2.34 µM]	-2%
O=C(CCCN1C(=O)c2ccccc2C1=O)NCCC1=CCCCC1	-3%	7%	-2.2%	4%	7%	?	-9%	6%[46.1 µM]
O=C(NNC1=Nc2ccccc2SC1)c1ccccc1F	nt	-3%	3.3%	-8%	7%	nt	-16%	-8%
CCOC(=O)N1CCN(c2cc(N3CCOCC3)c(F)cc2[N+](=O)[O-])CC1	6%	-10%	-0.9%	-8%	11%	-2%	-11%	-13%
CCOc1cc(C2c3c(oc4ccccc4c3=O)C(=O)N2c2nccs2)ccc1O (stereo unspecified)	nt	3%	2.1%	0%	2%	nt	-39%	?
CC(C)C[C@@H]1NC(=O)[C@H](C(C)C)NC(=O)c2cc([N+](=O)[O-])cc(I)c2NCC[C@@H](C(N)=O)NC1=O	6%	3%	4.8%	1%	-1%	28µM*	-22%	-11%
CCNC(=S)NNC(=O)c1c(Cl)c(C)nn1C	10%	1%	0.8%	-9%	2%	1%	0%	7%
CCCC(=O)N=c1sc2c(OC)ccc(OC)c2n1C	0%[15.4 µM]	1%	-0.3%	9%	1%	2%	2%	28%
Cn1cnc2c(NCc3ccco3)ncnc21	-3%	-8%	-1.4%	4%	4%	13%	-9%	-15%
Cc1onc(C(=O)NN)c1-c1csc(COc2ccc(Cl)cc2)n1	-1%[15.4 µM]	-3%	0.8%	6%	-17%	-3%	-22%	-27%
CC(C)OC(=O)CC(=O)CSc1nc2c(cc1C#N)CCC2	-10%	2%	-0.7%	6%	6%	?	-13%	-3%[46.1 µM]
Cc1cc(NC(c2cccnc2)c2c(C)[nH]c3ccccc23)no1 (stereo unspecified)	-11%	-11%	-0.8%	5%	-18%	?	?	0%[46.1 µM]
COc1cccc2c1C(=O)O/C2=C/c1ccc2c(c1)OCO2	?	-8%	-1.7%	-6%	0%	?	-20%	-14%[46.1 µM]
COc1cc(/C=C/C(=O)N2CCC=CC2=O)cc(OC)c1OC	nt	0%	4.0%	0%	nt	10µM*	-21%	nt
Cn1c2c(c(=O)n(C)c1=O)CN(CCc1ccccc1)CN2	2%	-1%	0.0%	-4%	-9%	2%	2%	-5%[46.1 µM]
Cc1cccc(-n2c(N)cc(=O)[nH]c2=S)c1C	-3%	-9%	-2.1%	-7%	0%	1%	2%	4%[46.1 µM]
Clc1ccc2c(c1)C(N1CCNCC1)=Nc1ccccc1O2	-11%[15.4 µM]	7%	-1.4%	3%	5%	-6%	-9%&-5%&-8%&-5%	?
CC(C)Oc1ccc(C(=O)Nc2ccc(N(C)C)cc2)cc1	-6%	1%	-3.5%	-5%	-3%	?	-16%	-9%[46.1 µM]
COc1cccc(OC)c1C(=O)Nc1cccc(-c2nc3ccccc3[nH]2)c1	6%	1%	-1.1%	2%	-6%	-4%	-3%[2.34 µM]	3%
Cc1ccc(-n2nnc3c(=O)n(CC(=O)N4CCOCC4)cnc32)cc1	0%	-23%	-0.8%	-5%	-1%	3%	-1%	-5%[46.1 µM]
Cc1cc(C)c(NC(=O)COC(=O)c2cccc3c2C(=O)c2ccccc2C3=O)c(C)c1	3%	-4%	0.0%	-7%	5%	-4%	?	-9%
O=C(c1[nH]ncc1-c1ccc(Cl)cc1)C1CO1 (stereo unspecified)	3%[15.4 µM]	0%	-0.3%	-4%	2%	-3%	-14%	9%
CCc1nc(SCC(=O)NCCc2ccccc2)c2oc3ccccc3c2n1	1%	-1%	0.0%	-1%	-2%	-4%	0%	-28%[46.1 µM]
S=c1[nH]nc(CSCCOc2ccccc2)o1	-13%	-6%	1.1%	7%	-19%	20µM*	-3%	8%
CN(C)C(=O)/C(=C/c1cn(-c2ccccc2)nc1-c1cccc([N+](=O)[O-])c1)NC(=O)c1ccccc1	-4%	-8%	-1.0%	-2%	-2%	?	-16%	12%
O=C(O)CC12CC3CC(C1)CC(n1ncc(NCc4ccc(F)cc4Cl)c(Cl)c1=O)(C3)C2	3%	-2%	-6.1%	-10%	-18%	?	-12%	5%
CCOC(=O)N1CCN(C(c2ccc(C(C)C)cc2)c2sc3nc(C)nn3c2O)CC1 (stereo unspecified)	-1%	-4%	0.0%	8%	-1%	-6%	10%	-8%[46.1 µM]
O=C(CO)N/N=C/c1cccc(Cl)c1Cl	2%	-3%	-0.9%	-7%	12%	-14%	4%	21%
CCCn1c(=N)n(CCOc2ccc(OC)cc2)c2ccccc21	-4%	-2%	1.1%	2%	-1%	4%	-4%	-8%[46.1 µM]
CC1(C)CC[C@]2(C(=O)O)CC[C@]3(C)C(=CC[C@@H]4[C@@]5(C)CC[C@H](O)C(C)(C)[C@@H]5CC[C@]43C)[C@@H]2C1	nt	1%	-1.7%	-2%	12%	nt	21%	-13%
Cc1c(Cl)c([N+](=O)[O-])nn1CC(=O)N1CCCC1	-3%	-5%	5.9%	-12%	0%	0%	6%	13%
Cc1cc(C)nc(SCC(=O)c2ccc([N+](=O)[O-])cc2)n1	0%	-24%	0.1%	4%	-11%	?	-18%	-9%[46.1 µM]
CC(=O)Nc1cccc2c1C(=O)N(c1ccccc1OC(C)=O)C2=O	12%	3%	2.3%	5%	1%	-6%	-9%	-23%
O=C(c1ccccc1Cl)N(Cc1ccccc1F)N1C(=O)CCCC1=O	-3%	-5%	-0.4%	-17%	24%	8%	-5%	-1%
CN(C)S(=O)(=O)c1ccc(C(=O)Nc2nnc(SCc3cccc4ccccc34)s2)cc1	-2%	-8%	-1.5%	0%	14%	?	-10%	-20%
CCc1nnc(NC(=O)CSc2nc(-c3ccccc3)cc(-c3ccc(OC)cc3)c2C#N)s1	5%	-6%	?	3%	1%	5%	-13%	7.9µM*
COc1ccc(NC(=O)c2ccc(Br)o2)cc1	5%	5%[119 µM]	0.2%&-0.3%	-2%[119 µM]	5%	-2%	-11%[81.3 µM]	16%
Cc1cccc(C)c1NC(=O)C(C)N1CCCCC1 (stereo unspecified)	6%	8%	2.2%	5%	9%	11%	7%	-8%
CC(NS(=O)(=O)c1ccccc1)c1n[nH]c(=S)n1-c1ccccc1 (stereo unspecified)	nt	2%	0.8%	2%	-26%	nt	-1%	28%

Retrieved one by one from the list above:
SMILES	GAA inh	GAA spleen mod	Epigenetic reg	GLA spleen mod	GAA glycogen mod	ALDH1A1 inh	Tau fluor cs	NPSR antagonist
CC(=O)Nc1cccc2c1C(=O)N(c1ccccc1OC(C)=O)C2=O	12%	3%	2.3%	5%	1%	-6%	-9%	-23%
Cc1cc(C)nc(SCC(=O)c2ccc([N+](=O)[O-])cc2)n1	0%	-24%	0.1%	4%	-11%	?	-18%	-9%[46.1 µM]
